Bioassay records deposited in PubChem by several laboratories.
OX1R antagonist: blocks the human orexin 1 receptor; O43613; CHO/OX1R cells, Fluo-8 calcium fluorescence, orexin A; inhibition, % at 5 µM; actives 0.43% (n = 330,000);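 active means inhibition above its plate's threshold, mean inhibition of all tested compounds on the plate plus 3 SD, cut at about 37% in these data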;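 further: 0% = orexin A challenge wells and 100% = SB-334867-A antagonist wells; not every result past the cut was called active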
Target sequence (O43613 whole entry, looked up): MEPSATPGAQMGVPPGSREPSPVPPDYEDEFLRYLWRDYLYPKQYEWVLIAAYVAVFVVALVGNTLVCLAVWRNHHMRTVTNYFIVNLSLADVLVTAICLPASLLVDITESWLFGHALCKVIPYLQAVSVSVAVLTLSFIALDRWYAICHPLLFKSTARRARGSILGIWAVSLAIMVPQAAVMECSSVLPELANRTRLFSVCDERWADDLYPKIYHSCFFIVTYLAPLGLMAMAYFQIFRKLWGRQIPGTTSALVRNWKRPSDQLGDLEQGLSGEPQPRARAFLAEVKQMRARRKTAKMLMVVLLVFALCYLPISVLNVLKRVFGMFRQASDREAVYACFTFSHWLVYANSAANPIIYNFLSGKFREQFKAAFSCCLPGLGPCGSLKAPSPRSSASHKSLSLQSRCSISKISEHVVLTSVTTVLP
CHT PAM: allosterically activates the human high affinity choline transporter; CHT-expressing cells, membrane potential dye, choline EC20; hits give high values; LV-AA mutant CHT in HEK293 cells; B-score at 10 µM; actives 0.49% (n = 310,000);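 active means initial fluorescence not abnormally high and integrated response B-score, plate-corrected, over 3 SD above library mean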
Target sequence (Q9GZV3 whole entry, looked up): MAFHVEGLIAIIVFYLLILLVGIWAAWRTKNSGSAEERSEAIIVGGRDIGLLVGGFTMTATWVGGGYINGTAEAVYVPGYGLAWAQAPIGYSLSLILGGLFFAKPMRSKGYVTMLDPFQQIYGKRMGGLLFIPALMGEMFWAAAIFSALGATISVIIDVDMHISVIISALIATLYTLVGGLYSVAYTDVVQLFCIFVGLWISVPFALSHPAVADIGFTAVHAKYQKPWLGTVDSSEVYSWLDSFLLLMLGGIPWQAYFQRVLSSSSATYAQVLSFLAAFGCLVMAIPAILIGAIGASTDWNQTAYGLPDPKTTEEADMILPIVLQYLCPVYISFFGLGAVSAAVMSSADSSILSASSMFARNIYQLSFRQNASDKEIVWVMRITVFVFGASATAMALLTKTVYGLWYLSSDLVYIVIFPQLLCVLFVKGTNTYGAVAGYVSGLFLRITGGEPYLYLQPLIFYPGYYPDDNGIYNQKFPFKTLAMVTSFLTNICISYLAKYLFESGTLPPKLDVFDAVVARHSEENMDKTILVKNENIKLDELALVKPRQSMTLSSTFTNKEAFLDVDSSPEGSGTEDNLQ
* = called active by the depositor; i = inactive; . = not tested or not shown. An unsorted share of the library. About 0.8% of those tested had a hit in this group.

SMILES	OX1R antagonist	CHT PAM
CCOc1cc(N2CCOCC2)c(OCC)cc1NC(=O)CSc1ncccc1C(=O)O	2	.
Cc1[nH][nH]c(=O)c1C(c1ccc(-c2ccc(F)cc2)o1)c1c(C)[nH][nH]c1=O	-10	i
CCCCCCn1c(C(C)O)nc2ccccc21 (stereo not given)	-18	i
COc1ccc(C(=O)Nc2n[nH]c(-c3ccncc3)n2)cc1	-24	i
OCCC1CN(Cc2ccc(-c3ccco3)cc2)CCN1Cc1ccsc1 (stereo not given)	-25	i
CC(C)(C)c1ccc(NC(=O)c2c(F)cccc2Cl)cc1	-14	i
O=C(/C=C/c1cccc([N+](=O)[O-])c1)NCCSCc1ccccc1Cl	-39	i
CCOC(=O)c1c(C)[nH]c(C(=O)N2CCN(c3ccc(OC)cc3)CC2)c1C	-24	i
O=C1Nc2ccccc2/C1=C/c1ccnc2ccccc12	-22	i
O=C(COc1ccc(Br)cc1)NC(=S)Nc1ccccc1N1CCOCC1	-38	i
Nc1nccnc1C(=O)OCC(=O)NCCc1ccc(S(N)(=O)=O)cc1	0	i
O=Nc1onc(-c2ccc([N+](=O)[O-])cc2)c1NO	-5	i
CC(=O)Nc1cc(C(=O)c2ccccc2)ccc1N1CCOCC1	-28	i
CC(C(=O)N1CCN(c2ccccc2)CC1)N1C(=O)C2CC=CCC2C1=O (stereo not given)	-12	i
COc1ccc(C2CC(c3cccs3)=NN2C(=O)CSc2nnnn2C)cc1OC (stereo not given)	-2	i
CCOc1ccc(N2CC(O)(c3cccs3)[N+]3=C2CCCC3)cc1 (stereo not given)	-13	i
CN(C)CCNC(=O)/C(=C/c1ccc(-c2cccc(Cl)c2)o1)NC(=O)c1ccccc1	-9	i
CCOC(=O)c1ccc(-c2ccc(/C=C(\C#N)C(=O)NCC3CCCO3)o2)cc1 (stereo not given)	-21	i
CSC(=S)N/N=C/c1ccc(N(C)C)cc1	-11	i
Cc1ccc(NC(=O)C2CCCN(S(=O)(=O)c3ccc4c(c3)oc(=O)n4C)C2)nc1 (stereo not given)	-22	i
Cc1ccc(N2CCN(S(=O)(=O)c3ccc(C)cc3)CC2)cc1	-19	i
COc1ccc(CCN(C(=O)Cn2nnc3ccccc32)C(C(=O)NCC2CCCO2)c2ccncc2)cc1OC (stereo not given)	-9	i
Cc1c(C=O)c2ccccn2c1C(=O)c1cccc([N+](=O)[O-])c1	-9	i
O=C(COc1ccccc1)N(Cc1cccc(F)c1)C1CCS(=O)(=O)C1 (stereo not given)	-6	i
Cc1ccc(-c2nc(CNC(=O)c3cc(C)on3)cs2)cc1	5	i
COc1ccc(-c2nnn(CC(=O)c3ccccc3)n2)cc1OC	-14	i
COc1cc2[nH]c(=S)nc(NCCCOC(C)C)c2cc1OC	-12	i
COc1ccccc1NC(=O)N1CCC(c2nc3ccccc3o2)CC1	-10	i
Cc1cc(NC(=O)CN2CCOCC2)n(-c2ccccc2)n1	-14	i
CN(c1ccccc1)c1nc2ccsc2c(=O)s1	-38	i

Compounds above with a Cl atom (three):
SMILES	OX1R antagonist	CHT PAM
CC(C)(C)c1ccc(NC(=O)c2c(F)cccc2Cl)cc1	-14	i
O=C(/C=C/c1cccc([N+](=O)[O-])c1)NCCSCc1ccccc1Cl	-39	i
CN(C)CCNC(=O)/C(=C/c1ccc(-c2cccc(Cl)c2)o1)NC(=O)c1ccccc1	-9	i

6 entries already listed, sorted by the number in OX1R antagonist, low to high:
compound | OX1R antagonist
COc1ccc(C(=O)Nc2n[nH]c(-c3ccncc3)n2)cc1 | -24
COc1ccc(-c2nnn(CC(=O)c3ccccc3)n2)cc1OC | -14
CCOc1ccc(N2CC(O)(c3cccs3)[N+]3=C2CCCC3)cc1 (stereo not given) | -13
COc1cc2[nH]c(=S)nc(NCCCOC(C)C)c2cc1OC | -12
COc1ccc(CCN(C(=O)Cn2nnc3ccccc32)C(C(=O)NCC2CCCO2)c2ccncc2)cc1OC (stereo not given) | -9
Cc1ccc(-c2nc(CNC(=O)c3cc(C)on3)cs2)cc1 | 5

Next section.
SMILES	OX1R antagonist	CHT PAM
Cc1cc(N2CCC(C)CC2)nc(SCC(=O)c2ccccc2)n1	-30	i
O=C1CC(NS(=O)(=O)c2cccs2)CN1c1cccc(F)c1 (stereo not given)	-20	i
Cc1ccc(C(=O)Nc2scc(-c3ccccc3)c2C(=O)O)o1	11	i
CCN1C(=O)NC2C1N(S(C)(=O)=O)CCN2S(C)(=O)=O (stereo not given)	-9	i
Cc1cc(NC(=O)COC(=O)C2COc3ccccc3O2)no1 (stereo not given)	-12	i
O=C(N/N=C/c1cc(Cl)ccc1O)c1ccccc1Br	-19	i
Cn1cccc1CC(=O)NNC(=O)Nc1ccc(F)cc1	-6	i
CCOC(=O)c1cnc2c(C(=O)OC)cccc2c1NCc1ccco1	-5	i
CCOC(=O)c1c(S(=O)(=O)NCCc2ccco2)c(C)n(C)c1C	0	i
CCc1ccc(NS(=O)(=O)c2ccc3[nH]cc(C(=O)N(C)Cc4ccco4)c(=O)c3c2)cc1	-3	i
COCCn1nnnc1C(c1ccccc1OC)N1CCN(C(=O)c2ccco2)CC1 (stereo not given)	-27	i
CC(=O)c1ccc(NC(=O)c2ccc3c(=O)n4c(nc3c2)CCCCC4)cc1	-15	i
N#CCCN(C(=O)COc1ccc(C#N)cc1)c1ccc(F)cc1	-16	i
CCNc1nc(SCC(=O)OC)nc(N(C)C)n1	-16	i
COc1ccc(C(=O)c2no[n+]([O-])c2C(=O)c2ccc(OC)cc2)cc1	-16	i
Cc1cc(/C=C2\SC(=S)N(C)C2=O)c(C)n1-c1ccccc1O	52*	i
Cc1ccc(Cn2c(C(=O)O)cc3sccc32)cc1	-11	i
CC1CCN(CC(O)COc2ccc(F)cc2)CC1 (stereo not given)	-18	i
COCCNC(=O)/C(C#N)=C/c1c(N2CCCCCC2)nc2c(C)cccn2c1=O	-35	i
O=C(CN1C(=O)C2CCCCC2C1=O)OCC(=O)c1ccc(Cl)s1 (stereo not given)	-13	i

The final 5 entries of the part above come first, to join the parts.
SMILES	OX1R antagonist	CHT PAM
Cc1cc(/C=C2\SC(=S)N(C)C2=O)c(C)n1-c1ccccc1O	52*	i
Cc1ccc(Cn2c(C(=O)O)cc3sccc32)cc1	-11	i
CC1CCN(CC(O)COc2ccc(F)cc2)CC1 (stereo not given)	-18	i
COCCNC(=O)/C(C#N)=C/c1c(N2CCCCCC2)nc2c(C)cccn2c1=O	-35	i
O=C(CN1C(=O)C2CCCCC2C1=O)OCC(=O)c1ccc(Cl)s1 (stereo not given)	-13	i
O=C(CNC(=O)Cn1cnc2sc3c(c2c1=O)CCCC3)NCc1ccccn1	-16	i
CN(C)S(=O)(=O)n1cc(/C=C(\NC(=O)c2ccccc2)C(=O)N2CCOCC2)c2ccccc21	-19	i
CCOC(=O)c1ccc(OS(=O)(=O)c2ccccc2)c(OC)c1	-14	i
O=C(NNC(=O)c1cccs1)c1ccc2ccccc2c1	-15	i
O=C(O)c1cc(S(=O)(=O)N2CCOCC2)ccc1N1CCCCC1	-10	i
CCN1CCc2c(sc(NC(=O)c3ccc(S(=O)(=O)N4CCOCC4)cc3)c2C(N)=O)C1	-9	7.8*
CC(=O)c1ccc(-n2c(-c3cc(-c4ccco4)[nH]n3)n[nH]c2=S)cc1	8	i
Cc1ccc(NC(=O)c2ccc(OCc3c(C)noc3C)cc2)c(C)c1	4	.
COC(=O)c1ccc(NC(=O)C(C)N2C(=O)c3ccccc3C2=O)cc1 (stereo not given)	-34	i
CCc1ccc(NC(=O)C(C)OC(=O)CC(NC(C)=O)c2ccccc2)cc1 (stereo not given)	-14	i
O=C(CCc1ccc(S(=O)(=O)NCc2ccccc2)cc1)N1CCN(Cc2ccc3c(c2)OCO3)CC1	-18	i
O=C(CCN1C(=O)C2C3CC(C(Br)C3Br)C2C1=O)OCC(=O)c1cccc([N+](=O)[O-])c1 (stereo not given)	-22	i
COc1ccc(/C=C/C(=O)NCc2cccnc2)cc1	-4	i
Cc1cc(Cl)c2oc(C(=O)NCCN3CCCCC3CO)c(C)c2c1 (stereo not given)	-26	i
CCCCN(C)CCC(=O)Nc1ccc(C)cc1	-16	i
O=C(CSc1nnc(N2CCCC2)n1-c1ccccc1Cl)N1CCN(c2ccccn2)CC1	-20	.
Cc1c(OCC(=O)NCCCN2CCOCC2)ccc2c3c(c(=O)oc12)CCCC3	-17	i
Cc1cc(NC(=O)CCC(=O)N(CC2CCCO2)C(C(=O)NC2CCCC2)c2ccccc2C)no1 (stereo not given)	-48	i
O=C(CSc1ccc2c(c1)OCCO2)NCC1CCCO1 (stereo not given)	4	i
COc1ccc(-c2nc(C#N)c(NCc3ccco3)o2)cc1	-9	i
CCOc1ccc(-c2nc(C)c(C(C)=O)n2O)cc1	-10	i
COC(=O)c1ccc(NC(=S)N2CCN(CCO)CC2)cc1	-9	i
C/C(=N\Nc1cccc(Cl)c1)c1ccc(-n2ccnc2)cc1	-15	i
COC(=O)c1ccc(-c2ccco2)n1Cc1ccccc1Cl	-39	i
CCN(CC)S(=O)(=O)c1cccc(C(=O)Nc2nncs2)c1	-8	i
COc1ccc(NC(=O)CSc2cc(C)nc3c(-c4ccccc4)cnn23)cc1	-13	i
O=C(COc1ccc(Br)cc1)NCCN1CCCC1	-14	i
CC(=O)NC(C(=O)c1ccccc1)C(=O)c1ccccc1	4	i
CC(=O)Nc1cccc(NC(=O)CSc2ccc3nnc(CCNC(=O)c4ccccc4)n3n2)c1	-9	i
Cc1cc(C)c(NC(=O)CS(=O)CC(=O)Nc2ccc(F)cc2F)c(C)c1 (stereo not given)	-28	i
CCCc1nc2sc3c(c2c(=O)n1NC(=O)CCCl)CCCC3	-13	i
COc1ccccc1-c1nn(Cc2ccccc2)cc1C(=O)NCC(c1ccco1)N1CCCC1 (stereo not given)	-20	.
Cc1ccc(S(=O)(=O)N2CCCCC2)cc1NC(=O)COC(=O)c1ccc(O)cc1	-10	i
O=C1C=C(c2cccc(Br)c2)C[C@@H](c2ccc3c(c2)OCO3)C1	-13	.
COc1ccc(C)cc1NC(=O)CCC(=O)Nc1ccc2nc(N3CCN(C)CC3)cc(C)c2c1	-16	i
O=C(N/N=C/c1ccccc1O)C1CCCC1	-11	i
CCOC(=O)NC(=O)/C(N=Nc1cccc(C(F)(F)F)c1)=C(\C)O	-11	i
Cc1cc(C(C)(C)C)ccc1OCCN(C)C	-6	i
O=C(CN1C(=O)NC(CCc2ccccc2)C1=O)Nc1ccc(F)c(F)c1F (stereo not given)	-1	.
O=C(CSCc1ccc(Cl)cc1)N/N=C/c1ccccc1	-22	i
Cc1c(-n2c(SCC(=O)NC(C)C(C)C)nc3ccccc3c2=O)c(=O)n(-c2ccccc2)n1C (stereo not given)	-24	i
CN(C(=S)NCCN1CCOCC1)C(c1ccccc1)c1ccccc1	-14	i
Cc1csc2nc(CCNS(=O)(=O)c3ccc4c(c3)OCCO4)cn12	-19	i
CC1CCCCN1CCCNC(=O)c1cc(Br)c(Br)[nH]1 (stereo not given)	-29	i
COc1c2ccoc2nc2c(OC)c(O)ccc12	-1	i
CSc1cccc(NC(=O)COC(=O)C2CCN(S(=O)(=O)c3ccccc3)CC2)c1	-16	.
Cc1cc(=O)[nH]c(SCC(=O)N2CCCCC2)n1	-7	i
Fc1ccc(Nc2nc(-c3cccnc3)cs2)cc1	-33	i
O=C(c1ccc(NC(=S)Nc2ccc(F)cc2F)cc1)N1CCOCC1	-9	i
O=c1[nH]c(C2CCN(S(=O)(=O)c3ccccc3F)CC2)nc2c1nnn2Cc1ccc2c(c1)OCCO2	-11	i
Other results follow.
SMILES	OX1R antagonist	CHT PAM
Cc1cc(N2CCN(C)CC2)nc2ccc(NC(=S)N3CCCCCC3)cc12	-8	i
COc1ccc(Br)cc1C(=O)Nc1ccc(O)cc1	-15	i
Cc1nn(Cc2ccccc2)c(Cl)c1/C=C/C(=O)OCC(=O)N(C)C1CCS(=O)(=O)C1 (stereo not given)	-12	i
CN(C)CC[n+]1ccc(C(=O)c2ccccc2)cc1	-11	i
COCCNC(=S)NNc1ccc(Cl)c(C(=O)O)c1	6	i
Cc1ccn(CC(=O)N2CCCC(N3CCN(c4cccc(Cl)c4)CC3)C2)n1 (stereo not given)	-30	i
COc1ccc(CCn2c(N)c(C(=O)NCc3ccco3)c3nc4ccccc4nc32)cc1OC	-12	i
Cc1noc(C)c1CSc1nnc(-c2cc(Cl)ccc2Cl)n1N	-19	i
COc1ccc(C)cc1NC(=O)CN1CCN(CC(=O)Nc2ccccc2F)CC1	-17	i
CCC(C)NS(=O)(=O)c1cccs1 (stereo not given)	-2	i
CCc1ccccc1NC(=O)C1NC(=O)CC1c1ccccc1 (stereo not given)	-8	i
CCOC(=O)[C@H]1[C@H]2COc3ccc(Br)cc3[C@@H]2N2C(=O)N(c3ccc(F)cc3)C(=O)[C@@]12C	-5	.
COc1ccc(S(=O)(=O)Nc2cc(C)on2)cc1OC	-18	i
Cc1csc(SCC(=O)Nc2c(C)n(C)n(-c3ccccc3)c2=O)n1	-1	i
COC(=O)Cn1c(=O)c2c(n(Cc3ccccc3)c1=O)N/C(=C/c1ccc(OC)cc1)C2=O	0	i
Cc1ccc(N2CC(C(=O)N3CCN(Cc4ccc5c(c4)OCO5)CC3)CC2=O)cc1 (stereo not given)	-29	i
O/N=C/CCn1c(=S)sc2ccccc21	-7	i
CC(=O)N/N=C(\C)c1ccc(Br)cc1Br	-8	i
Cc1ccccc1NC(=O)NC(N)=O	-2	i
CCc1ccccc1S(=O)(=O)c1c(C)cc(C)nc1Cl	-27	i
O=C(CN1C(=O)c2ccccc2S1(=O)=O)Nc1ccon1	-10	i
COc1ccc(C(=O)/C=C/C(=O)N(Cc2ccc3c(c2)OCO3)C(C(=O)NC2CCCCC2)c2ccncc2)c(O)c1 (stereo not given)	-22	i
